Screening results: PubChem, several laboratories
EBV gp42 inh: blocks Epstein-Barr virus glycoprotein 42 binding | Q1HVG2 | Fluorescence polarization binding assay, mP read-out | inhibition, % (tested at 21.74 µM) | actives 0.42% (n = 220,000); in the data active means inhibition above about 50%
Runt-SMMHC FRET: inhibitors of human RUNX1 Runt domain binding to CBFb-SMMHC; Cerulean-Runt/Venus-CBFb-SMMHC FRET ratio 530/480, 1 h; inhibition, % at 20 µM; actives 0.74% (n = 220,000);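 active means mean inhibition across duplicate retests at 20 µM reaching about 50%, limit read from the data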;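 further: 0% = DMSO wells and 100% = wells with excess untagged CBFb-SMMHC; inhibitors lower the FRET ratio by blocking Runt binding to CBFb-SMMHC; some results filed as inactive read as strong as hits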
Target sequence (Q01196 whole entry, looked up, the tested form may be a part): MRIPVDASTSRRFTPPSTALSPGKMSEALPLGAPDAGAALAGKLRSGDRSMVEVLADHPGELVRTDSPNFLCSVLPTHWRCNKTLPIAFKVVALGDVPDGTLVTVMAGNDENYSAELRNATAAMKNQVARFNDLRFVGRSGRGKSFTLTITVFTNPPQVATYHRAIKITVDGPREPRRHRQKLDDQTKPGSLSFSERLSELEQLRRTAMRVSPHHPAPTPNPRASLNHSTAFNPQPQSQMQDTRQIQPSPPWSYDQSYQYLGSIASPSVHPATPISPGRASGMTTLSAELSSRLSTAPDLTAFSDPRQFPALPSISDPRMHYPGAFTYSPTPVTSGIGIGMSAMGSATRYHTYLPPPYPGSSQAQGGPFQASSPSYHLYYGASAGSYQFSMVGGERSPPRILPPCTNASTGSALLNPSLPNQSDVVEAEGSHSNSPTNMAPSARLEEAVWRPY
Target sequence (Q13951 whole entry, looked up, the tested form may be a part): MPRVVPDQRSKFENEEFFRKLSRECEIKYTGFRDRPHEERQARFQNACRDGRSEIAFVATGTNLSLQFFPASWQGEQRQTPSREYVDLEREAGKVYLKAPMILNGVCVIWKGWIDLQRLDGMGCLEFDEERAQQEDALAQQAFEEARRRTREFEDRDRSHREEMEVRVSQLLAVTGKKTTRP
14-3-3 Bad PPI: disrupts binding of bovine 14-3-3 zeta to phospho-Bad peptide. P63103. TR-FRET 14-3-3zeta/Dy647-pBad peptide displacement, 1 h. inhibition, % at 21.7 µM. actives 0.71% (n = 220,000);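 active means inhibition above about 70%, limit read from the data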;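 further: 0% = full 14-3-3 plus peptide FRET controls and 100% = background without 14-3-3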
p47phox inh: blocks human p47phox regulatory protein of NADPH oxidases; P14598; p47phox/p22phox peptide binding, fluorescence polarization, 2 h; inhibition, % at 24.7 µM; actives 0.53% (n = 220,000);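 active means inhibition above about 30%, limit read from the data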;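 further: 0% = p47phox with labelled peptide and 100% = labelled peptide alone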
Target sequence (P14598 whole entry, looked up): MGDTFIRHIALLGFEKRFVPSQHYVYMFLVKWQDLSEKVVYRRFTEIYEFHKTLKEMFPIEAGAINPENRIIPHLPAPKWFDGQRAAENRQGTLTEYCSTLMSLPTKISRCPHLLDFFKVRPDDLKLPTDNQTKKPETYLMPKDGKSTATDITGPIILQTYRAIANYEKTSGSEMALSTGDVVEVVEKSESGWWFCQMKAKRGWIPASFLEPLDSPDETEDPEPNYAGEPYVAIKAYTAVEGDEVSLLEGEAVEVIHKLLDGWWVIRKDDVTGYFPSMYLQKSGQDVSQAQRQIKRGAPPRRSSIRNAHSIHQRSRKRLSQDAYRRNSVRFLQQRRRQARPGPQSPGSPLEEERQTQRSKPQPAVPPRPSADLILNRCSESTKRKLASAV
Runt-CBFb FRET: Runt domain-CBFb interaction inhibition; Cerulean-Runt/Venus-CBFb FRET ratio 530/480, 1 h; inhibition, % at 20 µM; actives 0.46% (n = 220,000); AID 1496;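 active means inhibition over about 50% at 20 µM in the single-dose screen, limit read from the data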;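 further: 0% = DMSO wells and 100% = excess unlabeled CBFb competitor control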
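Schedule: protein complex preformed 1 h, compound exposure 1 h, room temperature, dark; test system: Cerulean-labeled Runt domain protein; amount: 100 nM per protein; buffer or medium: Tris 50 mM pH 7.5, KCl, K2SO4, 0.01% BSA; read-out: loss of energy transfer signal; detection: FRET fluorescence; controls: 5 µM unlabeled CBFb as full-inhibition high control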
L929 necroptosis: L929 zVAD cell death inhibition; viability rescue, % at 10 µM; L929 zVAD necroptosis rescue, ATP luminescence, 24 h; with zVAD 60 µM; actives 0.38% (n = 220,000);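 active means activation, scaled between plate controls, above about 75%, limit read from the data; inactive means activation under that limit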;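 further: 0% = zVAD with DMSO and 100% = DMSO alone without zVAD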
Tb hexokinase: blocks Trypanosoma brucei hexokinase 1 activity; recombinant TbHK1, G6PDH-coupled NADH A340; actives 0.11% (n = 220,000); inhibition, % at 10 µM; AID 1430;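 active means inhibition of 50% or more in the single-dose primary screen; inactive means inhibition below 50%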
Mdm2 ligase inh: inhibitors of human Mdm2 E3 ubiquitin ligase. signal enhancement, % at 5 µM. Q00987. cell-based MDM2 ubiquitination luciferase reporter, 2 h; 0 = plate control, 100 = twice control, blank-subtracted. AID 1230. actives 0.11% (n = 210,000);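 active means signal enhancement of 30% or more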;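 further: luminescence tracks abundance of the self-degrading MDM2-luciferase fusion protein; higher signal means inhibition of MDM2 E3 ligase activity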
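Test system: mammalian cells stably expressing self-ubiquitinating, self-degrading MDM2 E3–luciferase fusion; Amount: 2000 cells in each well; Medium: DMEM; Schedule: 4 h settle plus 2 h compound, 37 °C; Technique: SteadyLite luciferase luminescence after 15 min room-temperature reagent incubation; Benchmarks: plate control and blank wells.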
Hck Nef HTS: blocks Nef-activated human Hck kinase; Recombinant Hck-YEEI plus Nef, Z-Lyte FRET kinase assay; inhibition, % at 20 µM; actives 0.68% (n = 220,000); AID 463187;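 active means Hck-Nef kinase inhibition above about 50%, limit read from the data; inactive means inhibition below that limit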;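 further: 0% = DMSO with Hck plus Nef and 100% = Hck alone without Nef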
An asterisk follows results filed as active; [ ] = another dose, or the depositor's remark.

CCN(CC)CCNC(=O)Cn1nc(Cc2cccnc2)c2ccccc2c1=O was read as EBV gp42 inh -24, Runt-SMMHC FRET 1, 14-3-3 Bad PPI 6, p47phox inh -4, Runt-CBFb FRET -4, L929 necroptosis -0.9, Tb hexokinase 2, Mdm2 ligase inh -37 and Hck Nef HTS 0.
Cc1ccnc(NC(=S)NC(=O)c2cccs2)c1 was read as EBV gp42 inh -2, Runt-SMMHC FRET -2, 14-3-3 Bad PPI -6, p47phox inh -11, Runt-CBFb FRET 1, L929 necroptosis -0.8, Tb hexokinase -5 and Hck Nef HTS 2.
Screening Cc1cc(OC(=O)c2ccccc2Cl)ccc1N1C(=O)CCC1=O returned EBV gp42 inh -5, Runt-SMMHC FRET 1, 14-3-3 Bad PPI -5, p47phox inh 8, Runt-CBFb FRET 2, L929 necroptosis -0.3, Tb hexokinase 1, Mdm2 ligase inh -36 and Hck Nef HTS 52*.
Screening CC(=O)Nc1cccc2c1C(=O)N(c1ccccc1OC(C)=O)C2=O returned EBV gp42 inh -6, Runt-SMMHC FRET -4, 14-3-3 Bad PPI -4, p47phox inh -2, Runt-CBFb FRET 0, L929 necroptosis -0.8, Tb hexokinase 1, Mdm2 ligase inh -5 and Hck Nef HTS 8.
For Cc1cccc(NC(=O)Nc2ccncc2)c1 the results were EBV gp42 inh 5, Runt-SMMHC FRET 3, 14-3-3 Bad PPI -7, p47phox inh -12, Runt-CBFb FRET 1, L929 necroptosis 0.8, Tb hexokinase -3, Mdm2 ligase inh -12 and Hck Nef HTS 5.
`O=C(Nc1ccccc1C(=O)NC1CCCCC1)c1ccco1` gave EBV gp42 inh -10, Runt-SMMHC FRET -1, 14-3-3 Bad PPI -7, p47phox inh -17, Runt-CBFb FRET -2, L929 necroptosis -1.0, Tb hexokinase -3, Mdm2 ligase inh -4 and Hck Nef HTS 12.
Screening CSc1cccc(NC(=O)Nc2ccccc2)c1 returned EBV gp42 inh 2, Runt-SMMHC FRET 0, 14-3-3 Bad PPI -1, p47phox inh -5, Runt-CBFb FRET -2, L929 necroptosis 0.6, Tb hexokinase 35, Mdm2 ligase inh -8 and Hck Nef HTS 3.
Screening NS(=O)(=O)c1cccc(NC(=O)CSc2nc3ccccc3[nH]2)c1 returned EBV gp42 inh -13, Runt-SMMHC FRET -2, 14-3-3 Bad PPI -4, p47phox inh -6, Runt-CBFb FRET 3, L929 necroptosis 0.8, Tb hexokinase 5, Mdm2 ligase inh -4 and Hck Nef HTS 1.
`CCCCn1c(=O)[nH]c(=O)c2c(C(=O)OCC)cc(-c3cccs3)nc21` gave EBV gp42 inh -9, Runt-SMMHC FRET 2, 14-3-3 Bad PPI 0, p47phox inh -96, Runt-CBFb FRET -2, L929 necroptosis 6.0, Tb hexokinase -7, Mdm2 ligase inh -9 and Hck Nef HTS 22.
Screening CC(OC(=O)c1cccnc1Cl)C(=O)Nc1ccc(S(N)(=O)=O)cc1 (stereo not given) returned EBV gp42 inh -16, Runt-SMMHC FRET -8, 14-3-3 Bad PPI -6, p47phox inh -15, Runt-CBFb FRET -2, L929 necroptosis 4.0, Tb hexokinase 0, Mdm2 ligase inh -3 and Hck Nef HTS 12.

Pulled by structure from above (3):
Screening NS(=O)(=O)c1cccc(NC(=O)CSc2nc3ccccc3[nH]2)c1 returned EBV gp42 inh -13, Runt-SMMHC FRET -2, 14-3-3 Bad PPI -4, p47phox inh -6, Runt-CBFb FRET 3, L929 necroptosis 0.8, Tb hexokinase 5, Mdm2 ligase inh -4 and Hck Nef HTS 1.
CCN(CC)CCNC(=O)Cn1nc(Cc2cccnc2)c2ccccc2c1=O was read as EBV gp42 inh -24, Runt-SMMHC FRET 1, 14-3-3 Bad PPI 6, p47phox inh -4, Runt-CBFb FRET -4, L929 necroptosis -0.9, Tb hexokinase 2, Mdm2 ligase inh -37 and Hck Nef HTS 0.
`CCCCn1c(=O)[nH]c(=O)c2c(C(=O)OCC)cc(-c3cccs3)nc21` gave EBV gp42 inh -9, Runt-SMMHC FRET 2, 14-3-3 Bad PPI 0, p47phox inh -96, Runt-CBFb FRET -2, L929 necroptosis 6.0, Tb hexokinase -7, Mdm2 ligase inh -9 and Hck Nef HTS 22.

The results go on:
For Cc1ccc(C)c(NC(=O)c2ccc(OC(=O)c3ccco3)cc2)c1 the results were EBV gp42 inh -11, Runt-SMMHC FRET -4, 14-3-3 Bad PPI 7, p47phox inh 2, Runt-CBFb FRET -3, L929 necroptosis -0.6, Tb hexokinase -13, Mdm2 ligase inh -9 and Hck Nef HTS 0.
Cc1cc(=O)oc2cc(OCC3CC(c4ccc(Br)cc4)=NO3)ccc12 (stereo not given) was read as EBV gp42 inh -11, Runt-SMMHC FRET -2, 14-3-3 Bad PPI -12[fluorescence artefact?], p47phox inh -3, Runt-CBFb FRET -3, L929 necroptosis 1.4, Tb hexokinase -6, Mdm2 ligase inh -5 and Hck Nef HTS 2.
For CCOc1ccc(NC(=O)CCC(=O)N/N=C/c2ccc3c(c2)OCO3)cc1 the results were EBV gp42 inh -7, Runt-SMMHC FRET -2, 14-3-3 Bad PPI -10, p47phox inh -5, Runt-CBFb FRET -4, L929 necroptosis 1.8, Tb hexokinase -5, Mdm2 ligase inh -1 and Hck Nef HTS -8.
C=CCn1c(O)c(N=NC(=O)CNC(=O)/C=C/c2ccc(OC)cc2)c2ccccc21 was read as EBV gp42 inh -10, Runt-SMMHC FRET 1, 14-3-3 Bad PPI 1, p47phox inh -1, Runt-CBFb FRET -5, L929 necroptosis 0.7, Tb hexokinase -21, Mdm2 ligase inh 4 and Hck Nef HTS 11.
COC(=O)N/N=C/c1ccc(-c2ccc(C)c(Cl)c2)o1 was read as EBV gp42 inh 11, Runt-SMMHC FRET -11, 14-3-3 Bad PPI 7[fluorescence artefact?], p47phox inh -27, Runt-CBFb FRET 0, L929 necroptosis 1.2, Tb hexokinase -38, Mdm2 ligase inh -6 and Hck Nef HTS 2.
For COc1ccc(O)c(C(=O)c2cnc3c(c2)c(-c2ccc(F)cc2)c(C#N)c(=O)n3C)c1 the results were EBV gp42 inh -3, Runt-SMMHC FRET -8, 14-3-3 Bad PPI -14, p47phox inh -19, Runt-CBFb FRET -1, L929 necroptosis 0.0, Tb hexokinase -13, Mdm2 ligase inh -2 and Hck Nef HTS 22.
`C=CCn1c(C)c(C(C)=O)cc(NC(=O)c2ccccc2)c1=O` gave EBV gp42 inh -10, Runt-SMMHC FRET -2, 14-3-3 Bad PPI -9, p47phox inh -6, Runt-CBFb FRET -2, L929 necroptosis 0.9, Tb hexokinase -10, Mdm2 ligase inh -2 and Hck Nef HTS 4.
CC1CCC(=NNc2ccc(C(F)(F)F)cc2[N+](=O)[O-])CC1 (stereo not given) was read as EBV gp42 inh -16, Runt-SMMHC FRET -8, 14-3-3 Bad PPI 8[fluorescence artefact?], p47phox inh -1, Runt-CBFb FRET -3, L929 necroptosis 0.2, Tb hexokinase 8, Mdm2 ligase inh -14 and Hck Nef HTS 1.
For COc1cc(/C=N/Nc2ccc(S(N)(=O)=O)cc2[N+](=O)[O-])cc(OC)c1O the results were EBV gp42 inh 1, Runt-SMMHC FRET -4, 14-3-3 Bad PPI 1, p47phox inh -2, Runt-CBFb FRET 2, L929 necroptosis 1.4, Tb hexokinase -20, Mdm2 ligase inh -2 and Hck Nef HTS 35.
CCOC(=O)CNC(=O)c1nn(-c2cccc(OC)c2)c(=O)c2ccccc12 was read as EBV gp42 inh 4, Runt-SMMHC FRET 0, 14-3-3 Bad PPI 5, p47phox inh -29, Runt-CBFb FRET 0, L929 necroptosis 1.0, Tb hexokinase -5, Mdm2 ligase inh 0 and Hck Nef HTS 1.
`N#CC(C#N)=c1ccc2c(c1)NC1(CCCCC1)N=2` gave EBV gp42 inh 10, Runt-SMMHC FRET -5, 14-3-3 Bad PPI -41[fluorescence artefact?], p47phox inh 132*, Runt-CBFb FRET -2, L929 necroptosis -0.7, Tb hexokinase -18, Mdm2 ligase inh 0 and Hck Nef HTS 4.
`Cn1nccc1NC(=O)NC(=O)c1c(Cl)cccc1Cl` gave EBV gp42 inh 2, Runt-SMMHC FRET -1, 14-3-3 Bad PPI 3, p47phox inh 18, Runt-CBFb FRET 0, L929 necroptosis -0.4, Tb hexokinase 2, Mdm2 ligase inh 4 and Hck Nef HTS 18.
CCOC(=O)c1nn(-c2ccccc2C)c(=O)c(C#N)c1C was read as EBV gp42 inh -6, Runt-SMMHC FRET -1, 14-3-3 Bad PPI -1, p47phox inh 5, Runt-CBFb FRET 2, L929 necroptosis -0.5, Tb hexokinase -15, Mdm2 ligase inh -9 and Hck Nef HTS 1.
For COC(=O)C1=C(C)Nc2c(c(=O)n(C)c(=O)n2C)C1c1ccncc1 (stereo not given) the results were EBV gp42 inh -20, Runt-SMMHC FRET 5, 14-3-3 Bad PPI 2, p47phox inh 2, Runt-CBFb FRET -3, L929 necroptosis -0.1, Tb hexokinase -12, Mdm2 ligase inh 0 and Hck Nef HTS -1.
`C(=N\N1CCN(Cc2ccccc2)CC1)/c1cccnc1` gave EBV gp42 inh -10, Runt-SMMHC FRET -1, 14-3-3 Bad PPI -17, p47phox inh 9, Runt-CBFb FRET 2, L929 necroptosis 0.7, Tb hexokinase 18, Mdm2 ligase inh -8 and Hck Nef HTS 3.
For O=C(CSc1nnc(-c2ccccc2Cl)o1)Oc1ccc(Br)cc1 the results were EBV gp42 inh 6, Runt-SMMHC FRET 1, 14-3-3 Bad PPI -5[fluorescence artefact?], p47phox inh 8, Runt-CBFb FRET 4, L929 necroptosis 0.7, Tb hexokinase -6, Mdm2 ligase inh -7 and Hck Nef HTS -9.
O=C(OCCN1CCCC1=O)c1cncc(Br)c1 was read as EBV gp42 inh -2, Runt-SMMHC FRET -1, 14-3-3 Bad PPI -6, p47phox inh 5, Runt-CBFb FRET 2, L929 necroptosis 0.2, Tb hexokinase 5, Mdm2 ligase inh -16 and Hck Nef HTS -2.
`O=C1NC2(CCCCC2)C(=O)N1CCS(=O)(=O)Oc1ccc(Br)cc1` gave EBV gp42 inh -1, Runt-SMMHC FRET 2, 14-3-3 Bad PPI -2, p47phox inh -5, Runt-CBFb FRET -2, L929 necroptosis 7.3, Tb hexokinase 4, Mdm2 ligase inh -9 and Hck Nef HTS 23.
CN1C(=O)CC(C(=O)Nc2ccc(F)cc2)SC1=Nc1ccc2c(c1)OCO2 (stereo not given) was read as EBV gp42 inh 16, Runt-SMMHC FRET 0, 14-3-3 Bad PPI 7, p47phox inh -7, Runt-CBFb FRET 0, L929 necroptosis -0.1, Tb hexokinase -1, Mdm2 ligase inh -7 and Hck Nef HTS 2.
Cc1nnc(N/N=C/c2cc([N+](=O)[O-])c(N3CCC(C)CC3)cc2N2CCC(C)CC2)n1N was read as EBV gp42 inh -14, Runt-SMMHC FRET -4, 14-3-3 Bad PPI 2[fluorescence artefact?], p47phox inh 0, Runt-CBFb FRET -3, L929 necroptosis 0.7, Tb hexokinase -31, Mdm2 ligase inh -14 and Hck Nef HTS 5.
